Assay outcomes deposited in PubChem by several laboratories.
Peg3 promoter = Peg3 promoter activity inhibition | HeLa PEG-Prom luciferase reporter, luminescence, overnight | inhibition, % at 20 µM | 360,000 compounds, 1.7% hits;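 active = inhibition of at least 50% at 20 µM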
NR2E3 ag-1 = human photoreceptor-specific nuclear receptor agonism. Q9Y5X4. CHO-S Gal4-NCOR/VP16-NR2E3 two-hybrid, luciferase. inhibition of corepressor binding, % at 3.98 µM. 360,000 compounds, 0.35% hits. AID 602229;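 active = inhibition above the mean of all tested compounds plus 3 SD, cut at about 70% in these data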;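 note: 0% = DMSO with NR2E3 transfected cells and 100% = cells lacking NR2E3 construct; higher means lower luciferase signal from less NR2E3 corepressor binding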
Target sequence (Q9Y5X4 whole entry, looked up, the tested form may be a part): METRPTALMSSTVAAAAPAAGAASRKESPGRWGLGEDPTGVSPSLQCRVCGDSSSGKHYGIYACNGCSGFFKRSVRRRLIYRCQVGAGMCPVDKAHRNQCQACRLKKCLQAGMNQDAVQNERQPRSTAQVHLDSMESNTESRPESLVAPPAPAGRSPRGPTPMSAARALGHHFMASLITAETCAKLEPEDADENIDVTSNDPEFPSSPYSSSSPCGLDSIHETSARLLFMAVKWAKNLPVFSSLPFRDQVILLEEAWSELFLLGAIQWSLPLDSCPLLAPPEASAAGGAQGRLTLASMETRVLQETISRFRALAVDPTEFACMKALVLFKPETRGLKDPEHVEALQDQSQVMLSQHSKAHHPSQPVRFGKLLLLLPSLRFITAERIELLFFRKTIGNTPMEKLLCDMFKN
HIF-2a inh = HIF-2a inhibition; inhibition, % at 18.8 µM; 786-0 RCC cells HIF-2a reporter, luciferase luminescence, overnight; AID 624352; 360,000 compounds, 0.72% hits;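 active = inhibition of the luminescence signal of 40% or more relative to plate controls, in a single-dose primary screen at 18.75 µM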
PDI inh = PDI (human) enzyme inhibition | PDI insulin aggregation turbidity, A650, 90 min | 350,000 compounds, 0.052% hits | inhibition, % at 10 µM | AID 588391 | P07237;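 active = mean inhibition across replicates of 30% or more, whatever share of single replicates reach that level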;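 note: absorbance from insulin aggregation driven by PDI reduction with DTT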
Shn3 3UTR inh = Schnurri-3 reporter inhibition in Clone20 osteoblasts. Clone20 osteoblast Shn3 3'UTR firefly luciferase, 24 h. inhibition, % at 12.5 µM. 360,000 compounds, 0.52% hits;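 active = mean inhibition of at least 75% with every replicate also reaching 75%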;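 note: 0% = median of neutral control wells and 100% = pilot-screen positive control compound; some compounds past the cut are filed as inactive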
iPSC survival up = enhancers of human iPSC single-cell survival; survival enhancement, % at 20 µM; hiPSC single-cell survival, ATPlite luminescence; 100% = ROCK inhibitor wells, 0% = DMSO; 360,000 compounds, 0.044% hits; in the data active = survival enhancement above about 18%;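 note: cells exposed to compounds for 16 hours before the ATP read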
TRPM1 prom inh = reduces MITF-dependent TRPM1 promoter luciferase signal; SK-MEL-5 TRPM1 promoter luciferase, 24 h; inhibition, % at 12.5 µM; 330,000 compounds, 0.83% hits;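 active = mean inhibition across replicates of 60% or more, whatever share of single replicates reaches that level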; note: values of inactives mirror those of a sister screen read the other way
CaV13 FRET inh = Primary screen for inhibitors of IQ motif and Ca2+-dependent inactivation inhibitor domain binding in CACNA1D, Förster resonance energy transfer in living cells, …; 340,000 compounds, 0.098% hits; inhibition, % at 12.3 µM; HEK cells, CFP/YFP FRET ICDI-IQ, plate reader, 10 min; percent FRET-ratio fall versus neutral wells;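 active = mean replicate inhibition of at least 30% and at least 1% of replicates passing that level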;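 note: 0% = median of the neutral control wells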
NR2E3 ag-2 = NR2E3 (human) agonism; GST-NR2E3/biotin-RetCOR TR-FRET, 1536-well; inhibition of corepressor binding, % at 4.78 µM; 320,000 compounds, 0.12% hits; AID 2300;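 active = percent inhibition above the cutoff of mean plus 3 SD of all tested compounds, set per screening campaign, cut at about 20% in these data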;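 note: 0% = DMSO wells and 100% = biotin wells as full block of FRET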
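Material: NR2E3–RetCOR corepressor complex / Incubation: Compound–protein incubation for 5 h at 4 °C / Dosing: compound at 4.8 µM, single dose / Detection: time-resolved FRET / Benchmarks: high control biotin, low control 0.6% DMSO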
Cardio protect = modulators protecting cardiomyocytes from myocardial damage; protection from H2O2 cell death, % at 20 µM; 360,000 compounds, 0.63% hits; H9c2 cardiomyocytes, H2O2 injury protection, ATPLite, 2 h;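 active = compounds giving at least 50% protection of heart cells from peroxide-induced death in the single-dose screen, raw or plate-pattern-corrected value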;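 note: 0% = DMSO wells with peroxide and 100% = DMSO wells without peroxide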
HTR2A ag = mouse HTR2A agonism via beta-arrestin recruitment; P35363; CHO-K1 mHTR2A beta-arrestin complementation, luminescence; percent of 30 µM serotonin response; activation, % at 7.6 µM; 360,000 compounds, 0.66% hits; AID 624169;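 active = activation above a run cutoff, the mean activation of all tested compounds plus 3 SD, cut at about 14% in these data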;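 note: 0% = plate median of compound wells and 100% = 30 µM serotonin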
Target sequence (P35363 whole entry, looked up): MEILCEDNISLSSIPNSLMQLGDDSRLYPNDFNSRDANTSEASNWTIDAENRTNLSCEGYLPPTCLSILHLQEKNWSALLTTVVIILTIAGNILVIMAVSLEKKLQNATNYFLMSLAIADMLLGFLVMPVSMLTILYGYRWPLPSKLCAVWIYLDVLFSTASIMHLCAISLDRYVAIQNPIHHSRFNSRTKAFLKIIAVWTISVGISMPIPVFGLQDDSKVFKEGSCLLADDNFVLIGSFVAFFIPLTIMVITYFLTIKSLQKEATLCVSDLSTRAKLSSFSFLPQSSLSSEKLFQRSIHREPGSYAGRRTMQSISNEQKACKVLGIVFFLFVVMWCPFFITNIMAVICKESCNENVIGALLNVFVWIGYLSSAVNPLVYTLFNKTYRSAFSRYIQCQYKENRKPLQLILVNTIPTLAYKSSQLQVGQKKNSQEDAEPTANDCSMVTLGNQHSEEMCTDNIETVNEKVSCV
An asterisk follows results filed as active; . = not tested or not shown.

SMILES	Peg3 promoter	NR2E3 ag-1	HIF-2a inh	PDI inh	Shn3 3UTR inh	iPSC survival up	TRPM1 prom inh	CaV13 FRET inh	NR2E3 ag-2	Cardio protect	HTR2A ag
Cn1cc(Cl)c(C(=O)NC2CCCC2)n1	-6	-21	-3	.	-28	-1.8	.	-3	5	5	-3
OC[C@@H]1CN(Cc2ccncc2)C[C@H](n2cnc3c(NCc4ccco4)ncnc32)O1	6	-8	6	5	-11	-2.2	.	-12	.	5	-7
O=C(CCNC(=O)Cn1ccc2ccccc2c1=O)NCCN1CCc2ccccc2C1	13	20	10	6	4	-1.9	15	-5	4	6	-2
COc1cccc(C(=O)N(Cc2ccc3c(c2)OCO3)Cc2nc3ccccc3c(=O)[nH]2)c1	13	-18	20	-40	-4	0.1	3	.	1	15	1
Cc1ccc(S(=O)(=O)Nc2cccc(C(=O)NCC(c3ccccc3)N(C)C)c2)cc1F (centres undefined)	4	-10	-1	-4	8	-0.4	-2	-15	-5	0	-11
c1c[nH]c(CN2CCN(Cc3ncc[nH]3)CC2)n1	4	8	1	-1	0	1.2	4	-8	.	0	-2
CN(CC(=O)Nc1cccc(S(=O)(=O)N2CCCC2)c1)CC(=O)Nc1ccc(F)c(F)c1F	21	14	0	-1	10	2.8	.	-6	.	-6	1
CCC1=Nc2cc(C(=O)NCCCOC(C)C)ccc2Sc2ccccc21	27	-82	7	-10	16	-3.3	31	-4	2	-13	-8
Cc1nc(SCc2c(F)cccc2Cl)n[nH]1	-40	-8	-89	2	-1	3.1	-14	-10	3	-3	2
O=C(NCC1CCCO1)Nc1cccc(Cl)c1 (centres undefined)	-57	-22	-78	-2	-15	4.2	-13	0	4	0	-4
Cc1ccc(NCCC(=O)c2ccc(Cl)cc2)cc1	-178	-24	-97	-2	-34	-1.0	-9	-4	-1	4	3
Cc1ccc(SC[C@H](C)CN2CC[C@H](C(C)(C)C)CCC2=O)cc1	10	2	12	3	16	-0.9	7	-3	1	1	9
COC(=O)c1ccc2c(=O)n(-c3ccccc3)c(SCN3C(=O)c4ccccc4C3=O)nc2c1	-7	-33	5	-6	32	-1.4	15	-5	2	-4	0
COC(=O)Nc1sc2c(c1C(N)=O)CCC(C)C2 (centres undefined)	-8	-16	-14	-13	-3	0.2	-3	-6	5	-4	-2
CCCCCCCN1C=CC(=O)CC1	-2	7	9	1	6	-2.0	-2	-12	-2	3	2

By substructure: those above with a Cl atom.
SMILES	Peg3 promoter	NR2E3 ag-1	HIF-2a inh	PDI inh	Shn3 3UTR inh	iPSC survival up	TRPM1 prom inh	CaV13 FRET inh	NR2E3 ag-2	Cardio protect	HTR2A ag
Cn1cc(Cl)c(C(=O)NC2CCCC2)n1	-6	-21	-3	.	-28	-1.8	.	-3	5	5	-3
Cc1nc(SCc2c(F)cccc2Cl)n[nH]1	-40	-8	-89	2	-1	3.1	-14	-10	3	-3	2
O=C(NCC1CCCO1)Nc1cccc(Cl)c1 (centres undefined)	-57	-22	-78	-2	-15	4.2	-13	0	4	0	-4
Cc1ccc(NCCC(=O)c2ccc(Cl)cc2)cc1	-178	-24	-97	-2	-34	-1.0	-9	-4	-1	4	3

Continuation.
SMILES	Peg3 promoter	NR2E3 ag-1	HIF-2a inh	PDI inh	Shn3 3UTR inh	iPSC survival up	TRPM1 prom inh	CaV13 FRET inh	NR2E3 ag-2	Cardio protect	HTR2A ag
O=c1cc(-c2cccc(F)c2)oc2ccccc12	-110	-43	-176	-12	-15	1.1	-28	-4	.	33	-4
NC(=O)[C@@H]1CCCN1Cc1nc(Cc2ccccc2F)no1	6	-12	7	1	3	-0.2	4	-6	-1	0	2
O=C(CNS(=O)(=O)c1ccc(Br)cc1Cl)OCC(=O)N1CCCC1=O	16	8	16	-2	-7	1.0	-13	-5	-4	-7	-2
C=CC#CC1(O)CC(C)[N+](C)(C)CC1C (centres undefined)	12	-23	21	-3	4	2.7	4	-7	1	-6	1
Cc1ccc(OCC(O)CN2CCOCC2)c(C)c1 (centres undefined)	-16	-16	-21	-9	-12	0.7	-19	-2	-3	2	-4
Cc1cc(NC(=O)CSc2ncnc3c2cnn3-c2cccc(Cl)c2)no1	-1	2	16	4	13	-0.7	4	6	6	8	0
O=C(c1ccc(-c2ccc([N+](=O)[O-])cc2Cl)o1)N1CCOCC1	-1	-20	-5	0	3	0.1	7	-5	0	4	-1
COc1ccc(NC(=O)Nc2ccccc2C)c(OC)c1	-7	-40	-20	4	-9	-1.7	-2	.	1	5	1
CCn1nc(C)c(NC(=O)CSc2nnc(-c3ccco3)n2C)c1C	15	-8	6	1	10	0.1	7	.	1	6	1
CCC1(CC)Cc2ccccc2-c2[nH]c(=S)[nH]c(=O)c21	7	6	16	0	-62	-0.5	10	-20	7	-3	2
Cc1cc(C)n2nc(C(=O)N/N=C/c3ccc(Cl)cc3)nc2n1	-9	-28	-6	-3	-3	3.0	-12	5	2	4	4
CNC(=O)CSc1nnc(CCc2ccccc2)n1-c1ccccc1	20	2	8	-7	11	-0.3	2	-5	2	-1	-4
O=C(O)Cc1cccc(=O)c(O)c1C(=O)O	-7	28	6	-7	1	3.2	11	.	.	7	2
COc1ccccc1N1CCN(CC(=O)Nc2ccc(C)c(F)c2)CC1	4	10	6	-7	20	-2.6	5	-1	-2	0	-2
Cc1ccccc1NC(=S)c1nc2ccccc2[nH]1	-153	1	-212	-1	-52	0.7	-16	-3	-2	-4	-3
CO/N=C(/C)CCS(=O)(=O)c1ccccc1	2	-8	18	-6	3	-0.1	0	-4	0	3	-1
COC(=O)c1sc(S(=O)(=O)Nc2c(C)nn(C)c2C)c(C(=O)OC)c1C	14	-23	17	-3	7	-0.4	-5	-4	.	2	1
COc1ccc(NC(=O)CN(C)C(=O)c2cccc(Oc3ccccc3)c2)cc1	11	-9	-4	-2	-9	1.8	7	-6	0	3	5
O=C(OCC(=O)N1CCCc2ccccc21)c1ccc(Br)o1	11	7	16	-7	4	0.9	8	-6	0	23	5
CCCc1nnc(SCC(=O)N2CCCCC2C)n1CC1CCCO1 (centres undefined)	8	3	18	-6	-7	-0.5	0	-4	-2	-2	-1
CSCC(C)N1CCC(CO)(CCCc2ccccc2)CC1 (centres undefined)	-3	1	9	5	19	-1.3	11	-3	4	0	2
Cc1cnc(C)c(Nc2nc(C(N)Cc3ccc(F)cc3)cs2)n1 (centres undefined)	13	25	15	1	-10	-3.7	.	-5	.	20	-3
CC(=O)Nc1cc(-c2ccc(C(=O)NC3CC3)cc2)cn2c(-c3cccc(C(C)=O)c3)cnc12	8	-14	5	1	1	3.9	.	-5	.	50*	-1
CN1CC=C2C(C#N)=C(N)C(C#N)(C#N)C(c3ccsc3)C2C1 (centres undefined)	10	-62	21	6	-7	-2.2	-4	-6	-3	1	5
O=C(COc1cc(Cl)ccc1Cl)Nc1ccc2c(c1)CCC2	-65	12	-104	-1	-33	-0.7	-26	-2	2	-4	-2
COc1ccc2c(c1)C(C)(CCN)C(=O)N2C (centres undefined)	-3	-33	4	-1	-33	-2.3	-20	-11	4	1	-3
O=C(NCc1ccc(F)cc1)C1CCCN(C(=O)NCc2ccccc2)C1 (centres undefined)	9	-38	11	8	-8	-0.4	4	-4	2	0	7
CC1SC(c2ccc(F)cc2)N(CCc2ccccc2)C1=O (centres undefined)	-30	-10	-71	-3	-19	-0.1	-5	-3	4	-3	-8
CCOC(=O)C1(Cc2ccccc2)CCN(Cc2cccc3nccnc23)CC1	30	7	15	-10	11	-1.3	4	-3	-1	2	-5
CN1CCC(N(C)C(=O)Cc2ccccc2[N+](=O)[O-])CC1	11	-23	12	-4	3	1.6	3	3	-1	9	-1
CC(=O)OC(Cn1ccnc1)c1ccccc1 (centres undefined)	4	-8	21	12	6	-1.6	4	.	4	3	14
COc1ccc(NC(=O)c2cc(S(=O)(=O)N(Cc3ccccc3)c3ccccc3)ccc2Cl)cn1	10	-4	28	19	27	-1.6	-7	-5	5	-4	-6
CNC(=O)CCCc1nc(-c2ccccc2Cl)no1	-11	-19	3	3	-34	-4.1	3	-5	2	5	1
CC(/C=C/c1cccc([N+](=O)[O-])c1)=N/NC(=O)c1cccnc1	-9	3	-3	7	76	-2.0	7	0	-3	39	-5
CC(OC(=O)c1oc2ccccc2c1COc1ccccc1)C(N)=O (centres undefined)	-1	-6	-10	-3	11	1.9	1	-6	1	7	-2
Nc1ncnc2oc(-c3ccco3)c(-c3ccco3)c12	40	11	-16	-4	-3	-0.1	10	.	12	21	4
CCOC(=O)N1CCN(C(=O)C[C@@H]2C[C@@]3(C(=O)OC)CCCCC=C3N(Cc3ccccc3)C2=O)CC1	.	-16	5	.	.	-0.2	.	-2	.	.	2
COc1ccc(NC(=O)CSc2n[nH]c(N)n2)cc1OC	-9	22	20	3	-22	0.3	-11	5	0	-4	-2
CCOc1ccc(CCNC(=O)CCc2nnc3ccc(N4CCOCC4)nn23)cc1	-2	-5	1	.	8	-1.3	-5	-2	-4	1	-1
Cc1ccc(S(=O)(=O)N(C)C)cc1NC(=S)NCCc1ccccn1	25	9	13	4	-2	0.1	1	2	2	-2	13
CCOc1ccc(/C=C2/C(=O)N(c3ccc(OC)cc3)C(=S)N2CC(=O)OC)cc1OCC	15	-7	24	-13	-3	9.2	4	.	-6	15	-7
COc1cc(OC)cc(-c2n[nH]c(=S)n2-c2ccc3c(c2)OCCO3)c1	6	0	-25	4	-15	-0.6	-5	-7	4	-6	12
Cc1cc(Br)ccc1NC(=O)C1CCN(S(=O)(=O)c2cnc[nH]2)CC1	13	-18	3	4	6	-0.6	11	-2	-1	-1	3
COCCN(C(=O)C(F)(F)F)C(C(=O)NC1CCCCC1)c1ccco1 (centres undefined)	-5	-10	9	15	-2	-2.4	15	-4	-1	-2	2
CCOC(=O)Nc1ccc2c(c1)N(C(=O)CCCl)c1ccccc1[S@]2=O	84*	11	21	5	0	0.2	56	-5	0	-5	7
Cc1ccc(COc2coc(CO)cc2=O)cc1	-86	-47	-114	-3	-9	-1.1	-16	-3	-3	-2	-1
Cc1ccc2c(c1)NC(=O)C(CC(=O)Nc1ccc(CN3CCC(C)CC3)cc1)O2 (centres undefined)	-7	2	1	.	9	-0.5	1	.	-3	5	-7
COc1ccc(C(=O)NC2(C(F)(F)F)N=C3SCCN3C2=O)cc1 (centres undefined)	11	-8	7	-6	-11	-0.7	5	-4	2	2	2
Cc1ccc(S(=O)(=O)N(C)c2ccc(OC(=O)CN3C(=O)NC4(CCCC4)C3=O)cc2)cc1C	-9	-25	6	0	2	0.0	4	-5	0	-3	-2
CC1CCN(C(=O)CSc2nc3[nH]ncc3c(=O)[nH]2)CC1	1	-21	6	-2	-2	1.4	-6	-2	0	18	0
O=C(Nc1cc2c(ccc3ccccc32)oc1=O)C1CCCCC1	-3	-8	3	1	-3	0.4	0	-7	-1	-5	8
